proCasp7 act: counter-screen for procaspase-3 activators: activators of human procaspase-7 | P55210 | recombinant procaspase-7, Ac-DEVD-pNA absorbance 405 nm; D23A/D198A/D206A triple mutant, cannot self-cleave; scale: DMSO 0, 5 µM enzyme 100 | activation, % at 8.5 µM | 330,000 tested, 0.093% active | AID 463210;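 active = percent activation above the screen-wide mean plus 3 SD, cut at about 25% in these data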
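Assay system: Uncleavable procaspase-7 mutant enzyme; Input: 2 µM procaspase-7 mutant as dispensed; Also added: DEVD-pNA substrate; Medium: Zinc-free HEPES pH 7.4 with 300 mM NaCl, 0.01% Triton X-100; Timing: 1 h compound preincubation, 2 h substrate cleavage, 25 °C; Measured by: Epi-absorbance of released pNA at 405 nm, two timepoints.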
MEP2-GFP yeast: modulators of TOR pathway MEP2-GFP in S. cerevisiae; 330,000 tested, 0.51% active; GFP response vs DMSO, % at 10 µM; S. cerevisiae MEP2-GFP strain, flow cytometry GFP, 3 h; 100% = DMSO control level;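 active = GFP response versus DMSO above a set limit, roughly screen mean plus 3 SD, cut at about 180% in these data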;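 note: median GFP fluorescence of the barcode-gated MEP2-GFP cells per well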
LAP4-GFP MLPCN: yeast TOR pathway LAP4-GFP modulation; S. cerevisiae LAP4-GFP multiplex, flow cytometry GFP, 3 h; median GFP as percent of DMSO wells; GFP response vs DMSO, % at 10 µM; AID 2023; 320,000 tested, 0.34% active;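 active = GFP response vs DMSO above a set limit, about the screen mean plus 3 SD, cut at about 150% in these data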
procasp3 activ: activators of human procaspase-3 | P42574 | recombinant procaspase-3 D3A, Ac-DEVD-pNA absorbance 405 nm | activation, % at 8.5 µM | 330,000 tested, 0.11% active | AID 463141;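 active = activation above the mean of all tested compounds plus 3 SD, cut at about 21% in these data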;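 note: 0% = DMSO alone and 100% = DMSO wells spiked with extra 5 µM PC-3 D3A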
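material = Procaspase-3 D3A mutant | probe or stimulus = Ac-DEVD-pNA | compound = single dose, 8.5 µM nominal compound, 0.8% DMSO | timing = 1 h preincubation, 2 h reaction | measured by = 405 nm absorbance of p-nitroaniline, reads at 0 and 120 min | benchmarks = DMSO-only low control, 5 µM PC-3 D3A high control | repeats = singlicate, each compound tested once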
RPL19A TOR yeast: yeast TOR pathway RPL19A-GFP modulation; S. cerevisiae RPL19A-GFP strain, flow cytometry, 3 h; hits give low values; percent response vs DMSO, % at 10 µM; 330,000 tested, 0.3% active;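 active = percent response vs DMSO below 50%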;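 note: median channel GFP fluorescence of the barcoded RPL19A-GFP strain; ratio of sample median GFP to plate DMSO average so 100% = DMSO; lower means less RPL19A-GFP as with rapamycin TOR inhibition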
EBNA-1 inh: blocks EBNA-1 binding to DNA | EBNA-1 DNA binding, fluorescence polarization | inhibition, % at 14.8 µM | 300,000 tested, 0.34% active; in the data active = inhibition above about 28%
AHR act: activates the human aryl hydrocarbon receptor; AID 2796; activation, % at 5 µM; P35869; AHR-responsive luciferase reporter cells, luminescence; 320,000 tested, 2.5% active; in the data active = activation above about 47%;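 note: 0% = vehicle wells and 100% = reference agonist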
Target sequence (P35869 whole entry, looked up): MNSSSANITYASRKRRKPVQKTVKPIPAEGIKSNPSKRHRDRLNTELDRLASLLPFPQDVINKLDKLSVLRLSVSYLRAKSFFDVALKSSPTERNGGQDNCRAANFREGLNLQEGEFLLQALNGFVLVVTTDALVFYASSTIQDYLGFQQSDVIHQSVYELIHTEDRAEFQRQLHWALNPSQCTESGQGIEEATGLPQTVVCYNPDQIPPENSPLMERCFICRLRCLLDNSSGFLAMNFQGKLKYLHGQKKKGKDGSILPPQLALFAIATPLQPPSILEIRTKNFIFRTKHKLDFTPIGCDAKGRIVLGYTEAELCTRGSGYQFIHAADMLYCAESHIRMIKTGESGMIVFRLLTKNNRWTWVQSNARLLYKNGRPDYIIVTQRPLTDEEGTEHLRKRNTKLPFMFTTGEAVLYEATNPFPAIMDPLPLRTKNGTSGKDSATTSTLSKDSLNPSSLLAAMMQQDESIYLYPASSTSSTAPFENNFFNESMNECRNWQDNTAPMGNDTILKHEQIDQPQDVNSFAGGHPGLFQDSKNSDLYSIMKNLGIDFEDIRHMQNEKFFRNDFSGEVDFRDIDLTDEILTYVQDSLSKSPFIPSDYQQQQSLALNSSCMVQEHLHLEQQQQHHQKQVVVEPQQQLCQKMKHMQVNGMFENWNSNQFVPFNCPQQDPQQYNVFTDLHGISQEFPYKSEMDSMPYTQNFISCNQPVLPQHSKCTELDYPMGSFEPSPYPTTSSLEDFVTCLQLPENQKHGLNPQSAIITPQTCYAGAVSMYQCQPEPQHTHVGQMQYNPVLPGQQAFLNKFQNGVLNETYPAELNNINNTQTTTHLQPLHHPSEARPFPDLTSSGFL
ZTA DNA inh: counter-screen for EBNA-1 inhibitors: inhibitors of Epstein-Barr virus ZTA. 320,000 tested, 0.15% active. P03206. inhibition, % at 11 µM. ZTA-DNA binding, fluorescence polarization; in the data active = inhibition above about 33%
Active calls of the source: *; · = not tested or not shown.

no.	SMILES	proCasp7 act	MEP2-GFP yeast	LAP4-GFP MLPCN	procasp3 activ	RPL19A TOR yeast	EBNA-1 inh	AHR act	ZTA DNA inh
1	Cc1ccccc1-n1c(SCC(=O)O)nc2sc3c(c2c1=O)CCCC3	3	97	87	5	97	21	-1	17
2	O=C(NC(=S)Nc1cc(C(F)(F)F)ccc1Cl)c1ccccc1	-11	100	92	-3	98	-1	25	19
3	Cc1ccc(-c2nc(-c3ccncc3)no2)cc1Cl	-2	107	91	0	106	-8	-4	-9
4	C=CCn1c(SCc2ccccc2)nc2scc(-c3ccc(C)o3)c2c1=O	0	105	104	-3	98	3	-2	-4
5	CC(C)N1CN(c2ccccc2)C(=S)N(c2ccccc2)C1	0	94	·	-5	104	16	-1	5
6	O=C(NCC(=O)N1CCN(c2ccccc2O)CC1)c1ccc2ccccc2c1	-3	102	104	9	90	-6	21	-1
7	CCN(CC(=O)Nc1ccc(NC(C)=O)cc1)C(=O)CCCOc1cccc(C)c1	0	109	109	3	106	7	3	6
8	COc1ccc(C(=O)/C=C2/c3ccccc3CC(C)(C)N2C)cc1OC	1	103	92	5	99	9	25	2
9	OCC1OC(n2cnc3c(NC4CCCCC4)ncnc32)C(O)C1O (stereo unspecified)	6	109	109	0	103	5	1	-21
10	CCOC(=O)N1CCC(NC(=O)C2=C(C)C(=O)OC23CCC(C)CC3)CC1 (stereo unspecified)	-3	102	111	7	100	-2	1	-9
11	Cc1cccc([C@@H]2[C@@H]3C(=O)N(Cc4ccccc4)C(=O)[C@@H]3[C@]3(Cc4ccc(Cl)cc4)C(=O)N(c4cccc(Cl)c4)C(=O)N23)c1	-3	101	114	-5	107	4	1	-11
12	Cn1c(CCNC(=O)c2ccco2)nc2cc(NS(=O)(=O)c3ccccc3)ccc21	0	108	112	7	102	7	-1	2
13	CCCCn1nc(NC(=O)COC)c2cc3ccc(C)cc3nc21	-3	99	119	-4	97	-2	17	11
14	Cc1cc(C(=O)OCC(=O)Nc2sc3c(c2C#N)CCC(C)C3)c2ccccc2n1 (stereo unspecified)	11	102	90	0	104	7	6	-6
15	CCOC(=O)N1CCN(C(=O)c2ccc3c(=O)n(CCc4ccccc4)c(=O)[nH]c3c2)CC1	2	103	103	-8	102	2	-4	0
16	CCc1nnc(NC(=O)c2cccnc2)s1	-5	96	91	0	97	-5	13	-4
17	Cc1cc(OCCN2CCCC2)ccc1[N+](=O)[O-]	-3	91	89	0	106	2	2	-7
18	CC/C(C)=N/NS(=O)(=O)c1ccc(C)c([N+](=O)[O-])c1	7	110	121	-6	109	8	1	4
19	CCOC(=O)N1CCN(C(=O)c2cccn3c(=O)c4cc(Cl)ccc4nc23)CC1	-4	104	103	2	96	-5	91*	-4
20	CCOc1ccc(N2C(=O)CC(NCCNc3ccc([N+](=O)[O-])cn3)C2=O)cc1 (stereo unspecified)	-29	102	110	-20	103	-1	2	-12
21	Cc1ccc(/C=N\NC(=O)COc2ccc(C)cc2[N+](=O)[O-])cc1	10	93	109	5	100	3	8	-7
22	COc1ccc(C(=O)NCc2cccnc2)cc1S(=O)(=O)N1CCCc2ccccc21	-3	102	99	1	97	7	0	-2
23	Cc1ccc(Cl)cc1NS(=O)(=O)c1cc2[nH]c(=O)c(=O)[nH]c2cc1C	15	112	101	-2	100	-17	2	11
24	Cc1nnc(SCC(=O)Nc2ccc(O)cc2)c2ccccc12	0	93	96	-2	96	-12	-10	-14
25	Cc1cccc(C(=O)OCC(=O)c2cccc(Br)c2)c1O	-14	99	94	2	95	2	3	13
26	N#Cc1c(NC(=O)CSc2nc(N)cc(=O)[nH]2)sc2c1CCCCCC2	2	98	93	-2	92	-1	2	-1
27	CN(C)CCCN(C(=O)COc1ccccc1)c1nc2ccc(F)cc2s1	0	104	103	0	101	4	1	0
28	COc1ccc(-c2cc(C(=O)OCC(=O)N(C)C)c3ccccc3n2)cc1	4	89	107	-3	95	14	7	15
29	CCCCCCCCC(=O)N/N=C(\C)c1cccnc1	3	98	102	-3	99	-8	8	-3
30	COc1ccc([C@@H]2[C@@H]3C(=O)N(C(C)(C)C)C(=O)[C@@H]3[C@]3(Cc4ccccc4)C(=O)N(c4ccc(C(F)(F)F)cc4)C(=O)N23)cc1	4	97	123	-6	100	6	-2	4
31	COc1ccc(-c2nnc(SCC(=O)N3CCCc4ccccc43)o2)cc1OC	8	90	90	4	90	7	-2	-3
32	Oc1ccc(-c2nccc(-c3ccc(Cl)cc3Cl)n2)cc1	3	112	98	-10	99	-3	9	-1
33	Cc1ccc(C(C(=O)NC(C)(C)C)N(C(=O)c2csnn2)c2ccccc2F)o1 (stereo unspecified)	9	105	102	0	101	-1	0	-2
34	COC(=O)n1ccc(C(=O)Nc2ccccc2F)n1	9	104	99	-3	98	1	-1	6
35	COc1ccc(C(=O)C[n+]2ccc(-c3nnc4n3CCCCC4)cc2)cc1	-14	104	101	-20	102	-7	-3	-6
36	NC(=S)N/N=C1\CCSc2ccc(Cl)cc21	-13	115	104	-5	92	0	-5	-7

Random excerpt: 2 compounds from above.
no.	SMILES	proCasp7 act	MEP2-GFP yeast	LAP4-GFP MLPCN	procasp3 activ	RPL19A TOR yeast	EBNA-1 inh	AHR act	ZTA DNA inh
28	COc1ccc(-c2cc(C(=O)OCC(=O)N(C)C)c3ccccc3n2)cc1	4	89	107	-3	95	14	7	15
30	COc1ccc([C@@H]2[C@@H]3C(=O)N(C(C)(C)C)C(=O)[C@@H]3[C@]3(Cc4ccccc4)C(=O)N(c4ccc(C(F)(F)F)cc4)C(=O)N23)cc1	4	97	123	-6	100	6	-2	4

Next structures
no.	SMILES	proCasp7 act	MEP2-GFP yeast	LAP4-GFP MLPCN	procasp3 activ	RPL19A TOR yeast	EBNA-1 inh	AHR act	ZTA DNA inh
37	COC(=O)c1nc2ccc(N3CCOCC3)cc2c(C)c1C(=O)OC	-1	106	111	-7	107	-15	4	-6
38	COc1ccccc1C(=O)NC1CCN(C(=S)NCCc2ccccc2)CC1	8	100	97	-1	95	-12	0	-9
39	COc1ccc(OC)c(C(O)c2coc3ccc(O)c(CN4CCOCC4)c23)c1 (stereo unspecified)	2	105	106	7	109	0	-1	-4
40	CC(C)(C)NC(=O)CN(C(=O)C1CSC(=O)C1)c1ccccc1F (stereo unspecified)	7	109	116	4	93	5	2	-2
41	COc1ccccc1NC(=O)NNC(=O)c1ccc2c(c1)NC(=O)C(C)(C)O2	4	105	93	6	106	7	4	6
42	COc1ccc(CC(=O)OC(C)CN2CCCC2)cc1 (stereo unspecified)	3	108	98	-1	108	-3	-1	1
43	COc1ccc(CCNc2oc(-c3ccc(OC)c(OC)c3)nc2P(=O)(OC)OC)cc1OC	-3	108	103	-4	107	0	2	9
44	CCc1ccccc1NS(=O)(=O)c1ccc2c(c1)C(C)(C)C(=O)N2C	6	104	99	0	99	0	15	-17
45	Cc1csc(NC(=O)Cc2ccccc2Cl)n1	-9	106	97	9	99	7	11	-2
46	CCOC(=O)C1CCCN(CC(=O)c2ccc(F)cc2)C1 (stereo unspecified)	3	102	94	3	100	8	0	16
47	O=C(CSc1nnc(Nc2ccccc2F)s1)NC(=O)CN1CCCC1=O	8	98	102	9	100	·	-2	-6
48	COc1ccc(C(=O)NN=C2CCCC2)cc1OC	8	99	82	2	107	8	11	14

A run of entries from the list above:
no.	SMILES	proCasp7 act	MEP2-GFP yeast	LAP4-GFP MLPCN	procasp3 activ	RPL19A TOR yeast	EBNA-1 inh	AHR act	ZTA DNA inh
39	COc1ccc(OC)c(C(O)c2coc3ccc(O)c(CN4CCOCC4)c23)c1 (stereo unspecified)	2	105	106	7	109	0	-1	-4
40	CC(C)(C)NC(=O)CN(C(=O)C1CSC(=O)C1)c1ccccc1F (stereo unspecified)	7	109	116	4	93	5	2	-2
41	COc1ccccc1NC(=O)NNC(=O)c1ccc2c(c1)NC(=O)C(C)(C)O2	4	105	93	6	106	7	4	6

Additional results
no.	SMILES	proCasp7 act	MEP2-GFP yeast	LAP4-GFP MLPCN	procasp3 activ	RPL19A TOR yeast	EBNA-1 inh	AHR act	ZTA DNA inh
49	COC(=O)c1oc(-c2ccc(Cl)cc2)nc1C	4	95	104	4	99	-13	3	8
50	COc1ccc(N(CC(=O)Nc2ccc(F)cc2F)S(=O)(=O)c2c(C)nn(C)c2C)cc1	7	92	94	1	96	-9	1	5
51	COCC(=O)Nc1ccc(S(=O)(=O)NCCc2ccccc2)cc1	-1	105	109	6	90	-1	1	0
52	C=CCn1c(SCC(N)=O)nc(C)cc1=O	3	87	93	-3	97	-3	2	4
53	O=C1CN(C(=O)c2ccccc2F)C(c2ccc(F)cc2)c2cc(Br)ccc2N1 (stereo unspecified)	-4	103	107	7	100	-14	16	-1
54	COc1ccc(-c2cc(C)no2)cc1S(=O)(=O)N(C)c1ccc(C)cc1	11	98	111	-6	99	-1	-2	-2
55	Cc1ccc2c(CN3CCN(S(=O)(=O)c4ccccc4C(F)(F)F)CC3)cc(=O)oc2c1	0	98	104	-3	96	·	2	-6
56	O=C(OC1CCOC1=O)c1cc(-c2cccc(Br)c2)nc2ccccc12 (stereo unspecified)	5	100	107	2	96	-4	4	1
57	COCCCNC(=O)/C(=C\c1cccn1C)NC(=O)c1cccs1	-33	98	94	-10	103	-5	1	9
58	C=CCC1NS(=O)(=O)OCC1C(C)C (stereo unspecified)	4	91	108	3	102	8	1	-12
59	Cc1ccc(/C=C/C(=O)NCc2cccs2)cc1	-4	98	94	4	99	-1	24	-8
60	Cc1ccc(-c2nc(C)sc2CC(=O)Nc2nnc(C)s2)cc1	3	155	97	4	53	-12	4	-6
61	COC(=O)c1cc(OC)c(OC)cc1NC(=S)NC(=O)c1ccco1	-16	112	98	-6	97	4	19	-6

Screen by screen, as entered above.
Nos. 55–58 in RPL19A TOR yeast read 96, 96, 103, 102
Nos. 55–58 in proCasp7 act read 0, 5, -33, 4
Nos. 55–58 in MEP2-GFP yeast read 98, 100, 98, 91

Assay outcomes from PubChem BioAssay.

This is a random part of the collection, and some 3.8% of all compounds hit somewhere here.
